Autophagy HCS – autophagy modulation, high-content screen; calls only at 10 µM (by protocol); AID 463193; 0.98% of 190,000 active; MEF GFP-LC3 puncta imaging; test concentration mostly 10 µM;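 active = percentage of spot-positive cells more than 3 SD above its plate mean, without a fluorescence outlier flag or 80% toxicity; inconclusive = no clear call, values can overlap the other calls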;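 also: spot-positive cell cutoff set from DMSO-treated cells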
WT yeast gro inh – growth inhibition of WT yeast, mitochondrial fusion screen | mitochondrial fusion phenotypic screen, WT strain | inhibition, % at 10 µM | 2.1% of 190,000 active | AID 1362; in the data active = inhibition above about 58%; tested in S. cerevisiae
Yfh1-off respiration – mitochondrial function rescue without frataxin homolog – Friedreich's ataxia, plus single-dose screen, dose response (AID 1465). one-dose fold induction at 50 µM; EC50 in µM for titrated hits. S. cerevisiae Yfh1-off respiration, WST-1 reduction, 72 h; higher fold induction means a stronger effect. 0.074% of 220,000 active;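 active = fold induction of absorbance versus untreated yeast above a set limit, then at least 30% activation at any dose in follow-up; inconclusive = repeats straddling the limit, or above it without dose testing; inactive = fold induction below the set limit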;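 also: activators that raise dye reduction in frataxin-depleted yeast; strong numbers were not always called active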
Dynein transport – dynein cargo transport inhibition; 3617.4 mouse cells, GR-EGFP nuclear translocation imaging; test concentration mostly 20 µM; stimulated with dexamethasone, 1 µM; active compounds read low; z-score, hits read low; 0.47% of 220,000 active; AID 1381;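 active = plate z-score of nuclear minus cytoplasmic receptor signal below a set negative limit, without overly bright fluorescence or cell loss, cut at about -3.5 in these data, passing the limit was not always enough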;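 also: z-score of nuclear minus cytoplasmic ring GR-EGFP intensity difference per well; some compounds called inactive have numbers as strong as hits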
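Buffer or medium: Induction medium lacking tetracycline, stripped serum | Also added: Dexamethasone agonist, 1.0 µM final, for 30 min | Timing: 48 h induction, 1 h compound, 30 min dex at 37 °C | Detection: Formaldehyde fixation, Hoechst nuclear stain, 10x automated fluorescence imaging | Measure: Nuclear versus cytoplasmic GR-EGFP signal, averaged per well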
AID2073 – disruptors of CaV2.2 binding to Mint1 – biochemical, HTRF (AID 2073). HTRF protein-protein interaction, Mint1-CaV2.2; higher % means a stronger effect. inhibition, % at 20 µM; hits with a dose series show IC50 in µM. 0.19% of 290,000 active; in the data active = inhibition mostly above about 51%, no sharp cut-off; inconclusive = no clear call, values can overlap the other calls; inactive = mostly below about 53%; also: some results filed as inactive read as strong as hits
MT stabilizer – microtubule stabilization, imaging screen | HeLa tubulin immunostaining HCS, 24 h; share of cells brighter than vehicle mean+2SD | % tubulin-high responders, % at 10 µM | 0.83% of 200,000 active | AID 2205;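 active = plate Z-score above 3 for both tubulin-high and condensed-nucleus cell shares, with cell loss under 80%, at 10 µM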;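 also: anti alpha tubulin signal scored within the nucleus-defined area of each cell; some results filed as inactive read as strong as hits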
b-catenin transl – beta-catenin nuclear translocation modulation | HeLa beta-catenin nuclear translocation, immunofluorescence imaging | nuclear translocation activity, % at 5 µM | 0.3% of 190,000 active | AID 1665;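 active = nuclear translocation activity above 50% at 5 µM, with a well cell count of 50 or more; inconclusive = wells under 50 cells across six images, flagged as toxic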;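 also: per-cell ratio of nuclear to cytoplasmic median beta-catenin stain intensity; plate controls were DMSO negative control for no effect and GSK-3 inhibitor IX positive control for full effect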
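System: Human HeLa cells, endogenous beta-catenin | Compound dosing: 5 µM primary, 0.02–20 µM confirmation | Timing: 24 h compound exposure at 37°C, 5% CO2 | Measured by: Fluorescence imaging of beta-catenin antibody stain plus DAPI | Read-out basis: % activation of per-cell nuclear versus cytoplasmic median beta-catenin signal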
HIV peptide binding – inhibitors of HIV fusion peptide binding, primary screen, biochemical, uHTS, fluorescence dequenching (AID 1986); cell-free peptide binding, fluorescence dequenching, 30 min; higher % means a stronger effect; one-dose inhibition, % at 20 µM; IC50 in µM for titrated hits; 0.3% of 290,000 active; in the data active = inhibition mostly above about 52%, no sharp cut-off; inactive = mostly below about 76%; also: some results filed as inactive read as strong as hits
Ins promoter up – MIN6 insulin promoter up-regulation. 0.3% of 190,000 active. MIN6 insulin promoter-GFP reporter, high-content imaging; active compounds read high. z-score at 5 µM;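 active = z-score above 3 at 5 µM with at least 500 cells counted in the well; inconclusive = wells under 500 cells, flagged as cytotoxic or low count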
WT yeast gro inh mutant strain – also measured in WT yeast gro inh; calls as there; inhibition, %; mitochondrial fusion phenotypic screen, mutant strain inhibition
Dynein transport cytoplasmic EGFP – second read-out of Dynein transport, no call of its own (marks repeat the call); z-score; measured here: cytoplasmic GR-EGFP intensity; active compounds read high
Dynein transport nuclear GR-EGFP – recorded beside Dynein transport, whose call it bears; z-score; measured here: nuclear GR-EGFP intensity;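 lower value marks the stronger effect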
Dynein transport cell count – further read-out of Dynein transport, marked with its call; z-score; measured here: cell count per field
Ins promoter up cell count – further read-out of Ins promoter up, marked with its call; cell count; measured here: cytotoxicity, nuclei count;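 total cells summed across four imaged fields per well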
b-catenin transl cell count 5 µM – further read-out of b-catenin transl, marked with its call; cell count; measured here: cell count, cytotoxicity flag
MT stabilizer Hoechst-high % – recorded beside MT stabilizer, whose call it bears; % Hoechst-high responders; measured here: nuclear condensation Hoechst responders;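 share of cells brighter than vehicle mean plus two SD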
MT stabilizer cytotoxicity % – also measured in MT stabilizer; calls as there; toxicity, %; measured here: cytotoxicity by cell density;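 0% = mean cell density of plate MIN control wells and 100% = no cells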
Autophagy HCS cell loss 18 h – also measured in Autophagy HCS; calls as there; toxicity, %; measured here: cell loss, nuclei count;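 cell loss after 18 h compound exposure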
Starred values were filed as active, the others as inactive.

How did COc1ccc(CN2CCN(S(=O)(=O)c3ccccc3)CC2)c(OC)c1 do in these assays?
Autophagy HCS: inactive; WT yeast gro inh: 6.6; Yfh1-off respiration: inactive; Dynein transport: -0.669; AID2073: -0.4%; MT stabilizer: 5.8; b-catenin transl: 5.0; HIV peptide binding: 1.6%; Ins promoter up: -0.9; WT yeast gro inh mutant strain: -9.0; Dynein transport cytoplasmic EGFP: -0.308; Dynein transport nuclear GR-EGFP: -0.242; Dynein transport cell count: -0.2; Ins promoter up cell count: 774; b-catenin transl cell count 5 µM: 1099; MT stabilizer Hoechst-high %: 2.4; MT stabilizer cytotoxicity %: 2.9; Autophagy HCS cell loss 18 h: 16.1

What do the screens show for `O=C(Nc1ccc(S(=O)(=O)N2CCOCC2)cc1)c1cc(-c2ccccc2O)n[nH]1`?
Yfh1-off respiration: inactive; Dynein transport: -0.34; AID2073: 10.3%; b-catenin transl: -0.2; HIV peptide binding: -3.1%; Ins promoter up: -0.56; Dynein transport cytoplasmic EGFP: -0.22; Dynein transport nuclear GR-EGFP: -0.2; Dynein transport cell count: 0.425; Ins promoter up cell count: 1075; b-catenin transl cell count 5 µM: 1334

What do the screens show for `CC(=O)c1c(C)[nH]c(C(=O)COC(=O)CN(C)S(=O)(=O)c2ccc(Cl)cc2)c1C`?
Autophagy HCS: inactive; WT yeast gro inh: -17.8; Yfh1-off respiration: inactive; Dynein transport: 0.64; AID2073: 7.8%; MT stabilizer: 3.9; b-catenin transl: -3.5; HIV peptide binding: -0.2%; WT yeast gro inh mutant strain: -0.8; Dynein transport cytoplasmic EGFP: -0.371; Dynein transport nuclear GR-EGFP: 0.757; Dynein transport cell count: -0.0575; b-catenin transl cell count 5 µM: 1217; MT stabilizer Hoechst-high %: 1.1; MT stabilizer cytotoxicity %: 3.2; Autophagy HCS cell loss 18 h: -3.4

Results for O=C(NC(Cc1ccccc1)C(=O)N1CCN(c2ccccn2)CC1)c1ccco1 (stereo not drawn) ?
Autophagy HCS: inactive; WT yeast gro inh: -18.2; Yfh1-off respiration: inactive; Dynein transport: 3.78; AID2073: -9.5%; MT stabilizer: 1.5; HIV peptide binding: 0.5%; WT yeast gro inh mutant strain: -32.9; Dynein transport cytoplasmic EGFP: -0.187; Dynein transport nuclear GR-EGFP: 1.84; Dynein transport cell count: -1.35; MT stabilizer Hoechst-high %: 1.3; MT stabilizer cytotoxicity %: 2.8; Autophagy HCS cell loss 18 h: 3.5

How did Cc1c(Br)c([N+](=O)[O-])nn1CC(=O)Nc1ccc(CC#N)cc1 do in these assays?
Autophagy HCS: inactive; WT yeast gro inh: -0.6; Yfh1-off respiration: inactive; Dynein transport: 1.66; AID2073: -6.9%; MT stabilizer: 2.1; b-catenin transl: -5.6; HIV peptide binding: -1.4%; Ins promoter up: -0.95; WT yeast gro inh mutant strain: 3.5; Dynein transport cytoplasmic EGFP: -0.161; Dynein transport nuclear GR-EGFP: 0.948; Dynein transport cell count: -0.572; Ins promoter up cell count: 1595; b-catenin transl cell count 5 µM: 1080; MT stabilizer Hoechst-high %: 1.8; MT stabilizer cytotoxicity %: 0.4; Autophagy HCS cell loss 18 h: 0.4

Results for CCCCc1nnc(SCCSc2nnc(CCCC)n2N)n1N ?
Autophagy HCS: inactive; WT yeast gro inh: -11.4; Yfh1-off respiration: inactive; Dynein transport: -0.892; AID2073: -7.8%; MT stabilizer: 4.8; b-catenin transl: -3.4; HIV peptide binding: -1.0%; Ins promoter up: 0.99; WT yeast gro inh mutant strain: -4.1; Dynein transport cytoplasmic EGFP: -0.227; Dynein transport nuclear GR-EGFP: -0.408; Dynein transport cell count: 0.658; Ins promoter up cell count: 1320; b-catenin transl cell count 5 µM: 1146; MT stabilizer Hoechst-high %: 3.1; MT stabilizer cytotoxicity %: 5.1; Autophagy HCS cell loss 18 h: 5.4

Results for CCOC(=O)C1=C(CC)OC(N)=C(C#N)C1c1ccc(OC)c(OC)c1OC (stereo not drawn) ?
Autophagy HCS: inactive; WT yeast gro inh: 2.4; Yfh1-off respiration: inactive; Dynein transport: -0.959; AID2073: -8.6%; MT stabilizer: 4.6; b-catenin transl: -0.9; HIV peptide binding: -0.2%; Ins promoter up: -0.41; WT yeast gro inh mutant strain: -19.4; Dynein transport cytoplasmic EGFP: -0.074; Dynein transport nuclear GR-EGFP: -0.57; Dynein transport cell count: 0.337; Ins promoter up cell count: 1225; b-catenin transl cell count 5 µM: 1060; MT stabilizer Hoechst-high %: 2.0; MT stabilizer cytotoxicity %: 0.8; Autophagy HCS cell loss 18 h: -4.6

Results for CN(Cc1ccccc1)C(=O)C1CCCN1S(=O)(=O)c1ccc2c(c1)n(C)c(=O)c(=O)n2C (stereo not drawn) ?
Yfh1-off respiration: inactive; Dynein transport: 1.08; AID2073: -2.3%; b-catenin transl: -3.6; HIV peptide binding: -1.9%; Ins promoter up: -0.45; Dynein transport cytoplasmic EGFP: -0.289; Dynein transport nuclear GR-EGFP: 0.119; Dynein transport cell count: 0.219; Ins promoter up cell count: 1310; b-catenin transl cell count 5 µM: 1199

Results for COc1cccc(C2=NOC(C(=O)NCCN3CCOCC3)C2)c1 (stereo not drawn) ?
Autophagy HCS: inactive; WT yeast gro inh: 5.0; Yfh1-off respiration: inactive; Dynein transport: -0.303; AID2073: 9.6%; MT stabilizer: 4.7; b-catenin transl: -0.4; HIV peptide binding: 1.5%; Ins promoter up: -0.22; WT yeast gro inh mutant strain: -5.0; Dynein transport cytoplasmic EGFP: -0.325; Dynein transport nuclear GR-EGFP: -0.197; Dynein transport cell count: 0.437; Ins promoter up cell count: 1550; b-catenin transl cell count 5 µM: 1477; MT stabilizer Hoechst-high %: 3.6; MT stabilizer cytotoxicity %: 9.2; Autophagy HCS cell loss 18 h: -8.8

What do the screens show for `Cn1c(SCC(=O)N2CCCc3ccccc32)nnc1-c1c[nH]c2ccccc12`?
Autophagy HCS: inactive; WT yeast gro inh: -1.8; Yfh1-off respiration: inactive; Dynein transport: -0.409; AID2073: -4.1%; MT stabilizer: 2.4; HIV peptide binding: 1.4%; WT yeast gro inh mutant strain: -4.0; Dynein transport cytoplasmic EGFP: -0.221; Dynein transport nuclear GR-EGFP: 0.272; Dynein transport cell count: 1.18; MT stabilizer Hoechst-high %: 2.3; MT stabilizer cytotoxicity %: 20.9; Autophagy HCS cell loss 18 h: 0.4

How did Cc1cc2nsnc2c(S(=O)(=O)NCC(=O)O)c1C do in these assays?
Autophagy HCS: inactive; WT yeast gro inh: 15.1; Yfh1-off respiration: inactive; Dynein transport: 0.239; AID2073: 1.0%; MT stabilizer: 1.4; b-catenin transl: 0.1; HIV peptide binding: -3.5%; Ins promoter up: -0.48; WT yeast gro inh mutant strain: -9.1; Dynein transport cytoplasmic EGFP: -0.321; Dynein transport nuclear GR-EGFP: 0.0974; Dynein transport cell count: -0.361; Ins promoter up cell count: 940; b-catenin transl cell count 5 µM: 1180; MT stabilizer Hoechst-high %: 1.8; MT stabilizer cytotoxicity %: 10.0; Autophagy HCS cell loss 18 h: 4.9

How did CCCNC(=O)c1ccc2c(=O)c(O)c(-c3ccc(C)cc3)[nH]c2c1 do in these assays?
Yfh1-off respiration: inactive; Dynein transport: 0.563; AID2073: inconclusive; b-catenin transl: -0.2; HIV peptide binding: -4.2%; Ins promoter up: -0.21; Dynein transport cytoplasmic EGFP: -0.783; Dynein transport nuclear GR-EGFP: 0.415; Dynein transport cell count: -0.648; Ins promoter up cell count: 1068; b-catenin transl cell count 5 µM: 1127

How did Cc1ccc(CSc2nc3ncccc3[nH]2)cc1 do in these assays?
Autophagy HCS: inactive; WT yeast gro inh: 17.0; Yfh1-off respiration: inactive; Dynein transport: -0.61; AID2073: -2.3%; MT stabilizer: 1.8; b-catenin transl: 1.0; HIV peptide binding: -1.1%; Ins promoter up: 0.01; WT yeast gro inh mutant strain: -12.7; Dynein transport cytoplasmic EGFP: -0.154; Dynein transport nuclear GR-EGFP: -0.921; Dynein transport cell count: 1.1; Ins promoter up cell count: 1606; b-catenin transl cell count 5 µM: 1308; MT stabilizer Hoechst-high %: 1.7; MT stabilizer cytotoxicity %: 4.7; Autophagy HCS cell loss 18 h: 4.1

What do the screens show for `CCN(CC)C(=O)CN(c1ccc(Cl)cc1)S(=O)(=O)c1ccccc1`?
Autophagy HCS: inactive; WT yeast gro inh: -15.4; Yfh1-off respiration: inactive; Dynein transport: 1.86; AID2073: 24.4%; MT stabilizer: 1.6; b-catenin transl: -7.5; HIV peptide binding: -1.0%; Ins promoter up: -0.09; WT yeast gro inh mutant strain: -36.7; Dynein transport cytoplasmic EGFP: -0.102; Dynein transport nuclear GR-EGFP: 0.934; Dynein transport cell count: -0.282; Ins promoter up cell count: 874; b-catenin transl cell count 5 µM: 1195; MT stabilizer Hoechst-high %: 1.3; MT stabilizer cytotoxicity %: 7.3; Autophagy HCS cell loss 18 h: -3.3

Results for O=C(COC(=O)CCc1ccc(S(=O)(=O)N2CCCCC2)cc1)Nc1cccc2ccccc12 ?
Autophagy HCS: inactive; WT yeast gro inh: 18.1; Yfh1-off respiration: inactive; Dynein transport: -0.56; AID2073: -8.5%; MT stabilizer: 3.5; b-catenin transl: 1.0; HIV peptide binding: -1.3%; WT yeast gro inh mutant strain: 6.0; Dynein transport cytoplasmic EGFP: -0.172; Dynein transport nuclear GR-EGFP: -0.397; Dynein transport cell count: 0.502; b-catenin transl cell count 5 µM: 958; MT stabilizer Hoechst-high %: 2.9; MT stabilizer cytotoxicity %: 1.0; Autophagy HCS cell loss 18 h: -1.1

High-throughput results (PubChem BioAssay)
